# Screening data deposited in PubChem by several laboratories.
# Arr AP2 block: inhibitors of beta-arrestin/AP2 binding, primary screen, biochemical, GPCR trafficking, flow cytometry | beta-arrestin 1 C-terminal peptide binding to AP2 beta2-adaptin appendage (human) | actives 0.31% (n = 340,000) | FITC-arrestin peptide / GST-AP2 beads; AP2 beta2 appendage carries R879A mutation | inhibition, % at 10 µM | AID 504490, 2011;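 active = inhibition above a set limit, near 3 SD of compounds lacking own fluorescence, cut at about 54% in these data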;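 also: plate controls were DMSO wells for no effect and 5 µM unlabelled arrestin peptide for full effect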
#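 System: GST-AP2 R879A glutathione beads; medium: PBS, Tween 20 0.05%, BSA 0.1%; reagent: fluorescein-tagged arrestin peptide at 50 nM final; schedule: pre-incubation 12 min, peptide binding 1 h, room temperature; detection: flow cytometry, FL1 (488/535 nm); read-out: inhibition as reduced fluorescein signal on beads, percent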
# PvdQ inh: P. aeruginosa PvdQ acylase inhibitors, primary screen, biochemical, fluorescence, plate reader and imaging, single point; PvdQ acylase [Pseudomonas aeruginosa LESB58]; purified PvdQ acylase; inhibition, % at 10 µM; actives 0.063% (n = 340,000); AID 488965, 2010; in the data active = inhibition above about 30%, passing the limit was not always enough;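 also: 0% = vehicle neutral wells and 100% = reference inhibitor wells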
# SR-BI DiI inh: inhibitors of SR-BI mediated HDL lipid uptake, primary screen, ldlA[mSR-BI] cells, fluorescence, single point; Scavenger receptor class B member 1 (Mus musculus), Q61009; ldlA[mSR-BI] CHO cells, DiI-HDL uptake fluorescence, 3 h; inhibition, % at 12.5 µM; actives 0.96% (n = 320,000); AID 488896, 2010;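 active = mean replicate inhibition of at least 70% and a set share of replicates each scoring 70 or more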;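 also: 0% = median of neutral control wells and 100% = median of positive control wells; values of inactives mirror those of a sister screen read the other way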
# NSD2 inh: NSD2 histone methyltransferase inhibitors, primary screen, biochemical, AlphaScreen, single concentration, set 2 | Histone-lysine N-methyltransferase NSD2 (Homo sapiens), O96028 | NSD2 peptide methylation, 120 min | inhibition, % at 12.5 µM | actives 0.54% (n = 310,000) | AID 743445, 2014; in the data active = inhibition above about 50%
# SR-BI DiI-HDL act: activators of SR-BI mediated DiI-HDL uptake, primary screen, ldlA[mSR-BI] CHO cells, DiI fluorescence; activation, % at 12.5 µM; 3 h; 100 = double the neutral-control signal; actives 0.096% (n = 320,000);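 active = mean replicate activation of at least 60% and every replicate at or above 60%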;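 also: 0% = median plate neutral-control signal and 100% = twice that signal; values of inactives mirror those of a sister screen read the other way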
#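 Assay system: CHO ldlA[mSR-BI] cells, LDL receptor-null, SR-BI overexpressing; medium: Ham's F12 with 0.5% BSA, HEPES 25 mM, pH 7.4; also added: DiI-HDL 10 µg/mL; timing: 3 h uptake period with compound, 37 °C; signal: DiI fluorescence, bottom read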
# RTF Ca sens inh: cardiac RTF calcium sensitivity inhibitors, primary screen, biochemical, IANBD-TnC fluorescence, EC70 calcium. AID 493244, 2011. IANBD-labeled cardiac RTF, Ca2+ fluorescence. actives 0.12% (n = 340,000). Troponin I, cardiac muscle (Homo sapiens) + Troponin T, cardiac muscle (Homo sapiens) + …. inhibition, % at 7.15 µM;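 active = inhibition above the mean inhibition of all tested compounds plus 3 SD, cut at about 17% in these data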;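 also: assay run at fixed EC70 calcium of 1.6 mM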
# Keap1-Nrf2 PPI: Keap1-Nrf2 protein-protein interaction inhibitors, primary screen, biochemical, fluorescence polarization, single point; Kelch-like ECH-associated protein 1 (Homo sapiens), Q14145; Keap1 Kelch-Nrf2 peptide fluorescence polarization, 1536-well; inhibition, % at 9.4 µM; actives 0.15% (n = 340,000); in the data active = inhibition above about 12%;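 also: human Keap1 Kelch domain with fluorescein labeled Nrf2 9mer peptide probe; 0% = neutral control wells and 100% = peptide positive control; higher means more block of Keap1 binding to Nrf2 peptide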
# Target sequence (Q14145 whole entry, looked up, the tested form may be a part): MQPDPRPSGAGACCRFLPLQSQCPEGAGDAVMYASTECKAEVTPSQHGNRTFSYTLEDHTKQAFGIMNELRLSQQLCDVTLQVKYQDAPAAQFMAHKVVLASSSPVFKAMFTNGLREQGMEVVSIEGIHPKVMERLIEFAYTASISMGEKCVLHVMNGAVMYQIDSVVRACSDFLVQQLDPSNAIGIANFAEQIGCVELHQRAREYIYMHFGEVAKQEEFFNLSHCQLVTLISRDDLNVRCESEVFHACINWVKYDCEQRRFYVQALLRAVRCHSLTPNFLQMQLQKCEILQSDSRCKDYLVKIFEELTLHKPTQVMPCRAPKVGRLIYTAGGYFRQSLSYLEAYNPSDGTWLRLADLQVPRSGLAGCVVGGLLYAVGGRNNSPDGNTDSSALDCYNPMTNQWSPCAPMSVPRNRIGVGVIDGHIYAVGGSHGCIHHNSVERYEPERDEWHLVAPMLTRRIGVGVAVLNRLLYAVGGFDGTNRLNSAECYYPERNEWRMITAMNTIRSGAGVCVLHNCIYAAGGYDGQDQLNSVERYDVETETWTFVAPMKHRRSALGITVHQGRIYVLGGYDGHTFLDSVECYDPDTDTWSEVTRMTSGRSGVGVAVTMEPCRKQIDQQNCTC
# DAGLB inhibitor: DAGLB lipase inhibitors, primary screen, biochemical, fluorescence, HTS; Diacylglycerol lipase-beta (Homo sapiens), Q8NCG7; HEK293T DAGLB membrane lysate, EnzChek fluorogenic substrate; inhibition, % at 5.17 µM; actives 0.059% (n = 340,000); in the data active = inhibition above about 34%;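 also: 0% = enzyme with vehicle and 100% = wells lacking enzyme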
# PKA-R2B act: activators of PKA-R2B holoenzyme, primary screen, biochemical, fluorescence polarization, Cy5-IP20, human; cAMP-dependent protein kinase catalytic subunit beta (Homo sapiens) + cAMP-dependent …; PKA-R2B holoenzyme dissociation; R2B truncated from residue 108, S112A mutant; 0% DMSO only, 100% 113 µM cGMP; activation, % at 11.4 µM; actives 0.079% (n = 340,000); AID 504700, 2011;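 active = activation above a cutoff set at the mean over all compounds plus 3 SD, cut at about 18% in these data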;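 also: higher means more holoenzyme dissociation and a rise in polarization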
# Target sequence (P31323 whole entry, looked up, other chains not shown, the tested form may be a part): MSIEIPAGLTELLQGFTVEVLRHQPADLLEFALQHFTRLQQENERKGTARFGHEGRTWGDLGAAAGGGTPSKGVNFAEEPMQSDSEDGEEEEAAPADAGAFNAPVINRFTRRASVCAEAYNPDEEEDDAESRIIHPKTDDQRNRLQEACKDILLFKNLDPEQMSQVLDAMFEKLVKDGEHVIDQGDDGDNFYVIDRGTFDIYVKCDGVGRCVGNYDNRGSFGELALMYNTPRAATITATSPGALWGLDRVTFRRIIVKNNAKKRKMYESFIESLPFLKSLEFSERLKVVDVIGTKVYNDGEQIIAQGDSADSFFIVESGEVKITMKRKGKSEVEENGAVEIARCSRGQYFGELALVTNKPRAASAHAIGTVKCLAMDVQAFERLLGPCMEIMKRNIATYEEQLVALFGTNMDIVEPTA
# LANA DNA inh: inhibitors of KSHV C-LANA binding to DNA, primary screen, biochemical, fluorescence polarization, FAM-LBS DNA, MBP-C-LANA, single point; Kaposi's sarcoma herpesvirus LANA C-terminal domain (residues 932-1162) DNA binding; inhibition, % at 9 µM; actives 0.078% (n = 340,000);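 active = highest replicate inhibition at or above 60% at 9 µM, even if other replicates fall short; inactive = all replicates below 60% inhibition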;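 also: 0% = neutral control wells and 100% = 4 µM acridine orange control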
# An asterisk follows results filed as active; / = no result given.
SMILES,Arr AP2 block,PvdQ inh,SR-BI DiI inh,NSD2 inh,SR-BI DiI-HDL act,RTF Ca sens inh,Keap1-Nrf2 PPI,DAGLB inhibitor,PKA-R2B act,LANA DNA inh
O=C(COc1ccccc1Cl)Nc1nc(-c2cccs2)cs1,-1.3,-4.4,21.0,-0.6,-21.1,2.3,-5.0,-15.0,-11.4,-0.8
CCCNC(=O)c1cc2cc([N+](=O)[O-])ccc2s1,13.7,13.2,19.9,1.7,-19.9,-2.2,-1.4,-2.7,-9.1,0.8
Cc1ccc(N2C(=O)CC(n3ccnc3)C2=O)cc1C (centres undefined),1.8,-15.7,12.6,12.9,-12.6,-2.6,-6.1,-0.7,14.9,-0.3
CN(C)S(=O)(=O)c1ccc(C(=O)OCc2nnc(-c3ccccc3)o2)cc1,-5.8,-11.6,-13.3,6.4,13.3,-3.7,0.1,-1.7,-6.7,2.3
CCCC(C)NNC(=O)c1cc2ccccc2[nH]1 (centres undefined),28.5,-4.7,2.9,-3.0,-2.9,-1.1,-0.7,0.5,0.1,0.9
Cc1ccc(S(=O)(=O)N2CCC(=O)N(C(COCc3cccc(C)c3)Cc3ccccc3)CC2)cc1 (centres undefined),7.8,-5.5,15.2,/,-15.2,-10.2,-1.8,-14.9,-13.5,0.8
Cc1csc(NC(C)c2nc3cc(Cl)c(N4CCCCC4)cc3n2CCOCCO)n1 (centres undefined),-1.6,-11.3,65.1,/,-65.1,1.5,-1.0,3.2,3.8,-0.6
CCN(CC(=O)Nc1ccc(NC(C)=O)cc1)C(=O)c1ccc(C(=O)c2ccccc2)cc1,26.6,8.0,21.8,-1.1,-21.8,-9.3,-3.0,-7.6,8.3,-2.1
COc1ccc(CCNC(=O)CN2C(=O)NC(Cc3c[nH]c4ccccc34)C2=O)cc1 (centres undefined),-0.2,-14.1,12.7,-2.5,-12.7,-14.4,-5.4,2.4,10.4,-1.7
CCCC(C)C(=O)Nc1nc(C)c(-c2csc(Nc3ccccc3OC)n2)s1 (centres undefined),11.4,-11.5,84.4*,/,-84.4,-8.5,-1.5,-5.1,-15.8,0.0
CC1CCCCC12NC(=O)N(CC(=O)OCC(=O)NC(=O)c1ccccc1)C2=O (centres undefined),2.6,-7.8,19.5,1.7,-19.5,-2.1,0.6,1.2,-9.5,-0.4
COc1ccc(/C=C/C(=O)OCC(=O)Nc2ccc(N3CCOCC3)cc2)cc1,3.2,-11.7,9.3,0.4,-9.3,-10.5,2.3,2.2,-9.3,2.1
O=C(Nc1cccnc1)C1CC(=O)N(c2ccc(F)cc2)C1 (centres undefined),-0.4,-6.0,/,2.2,/,-5.9,-5.6,1.6,-15.1,-1.0
O=C(NCCCNC(=O)c1cccnc1)c1ccc(Cl)cc1,-5.9,-9.1,/,11.3,/,-13.1,2.3,1.6,5.0,1.0
CC(=O)Nc1ccc(-c2nnc(SCC(=O)c3ccc4c(c3)Cc3ccccc3-4)n2C)cc1,-0.7,-10.0,55.5,5.3,-55.5,-6.2,-3.5,11.5,0.9,-0.5
COCCn1c(SCC(=O)Nc2cccc(S(N)(=O)=O)c2)nc2ccccc21,12.8,-2.7,-5.0,3.4,5.0,-2.8,3.6,-0.6,1.9,-0.3
Cc1ccc(-n2c(SCC(=O)OC(C)C)nnc2-c2ccco2)cc1,-0.3,8.3,/,0.3,/,-7.7,4.9,0.9,-6.3,-0.5
Cc1noc(C)c1S(=O)(=O)Nc1ccc2c(c1)CC(=O)N([C@H](C)CO)C[C@H](C)[C@H](CN(C)S(=O)(=O)c1ccc(F)cc1)O2,-3.1,-16.9,-16.9,/,16.9,-11.4,-1.6,-0.2,-19.2,1.0
C/C(CC(=O)C(F)(F)F)=N\NC(=O)/C(C#N)=C/N(C)C,-2.2,11.9,-12.7,-2.0,12.7,-6.5,-6.9,3.0,1.0,9.5
O=C(CSc1ccc2ccccc2c1)Nc1ccc(S(=O)(=O)Nc2nccs2)cc1,21.7,-4.8,-19.6,13.6,19.6,-10.1,-8.5,3.9,1.8,-3.0
COc1cccc(CNC(=O)C23CN(Cc4ccccc4)CC2C(c2ccc([N+](=O)[O-])cc2)=NO3)c1 (centres undefined),-0.2,-9.1,56.0,/,-56.0,-7.4,-2.7,-5.5,-3.3,0.0
COc1cccc(C(=O)CSc2nnc(-c3cc(OC)c(OC)c(OC)c3)o2)c1,3.7,-8.6,19.7,/,-19.7,8.2,1.1,-4.6,8.8,-2.4
COCCN(CCOC)C(=O)c1cc2c(=O)n3ccccc3nc2s1,6.3,1.0,-13.4,-0.7,13.4,2.5,-6.7,-1.5,-17.2,0.2
COC(=O)c1cccc(Cn2c(Cl)c(/C=N/Nc3ccccc3C)sc2=O)c1,5.6,-10.2,-1.9,-1.1,1.9,-1.2,-4.0,1.7,-7.5,0.1
CCO[C@H]1OC(C(=O)N2CCOCC2)=C[C@@H](c2cn(C(C)=O)c3ccccc23)[C@@H]1CCCO,15.3,-2.9,-20.1,/,20.1,-0.7,-3.4,-2.4,-8.6,0.7

# Single records, as listed above. Order of screens: Arr AP2 block | PvdQ inh | SR-BI DiI inh | NSD2 inh | SR-BI DiI-HDL act | RTF Ca sens inh | Keap1-Nrf2 PPI | DAGLB inhibitor | PKA-R2B act | LANA DNA inh
# COc1cccc(CNC(=O)C23CN(Cc4ccccc4)CC2C(c2ccc([N+](=O)[O-])cc2)=NO3)c1 (centres undefined) reads -0.2 | -9.1 | 56.0 | / | -56.0 | -7.4 | -2.7 | -5.5 | -3.3 | 0.0
# CCO[C@H]1OC(C(=O)N2CCOCC2)=C[C@@H](c2cn(C(C)=O)c3ccccc23)[C@@H]1CCCO reads 15.3 | -2.9 | -20.1 | / | 20.1 | -0.7 | -3.4 | -2.4 | -8.6 | 0.7
# CCCC(C)NNC(=O)c1cc2ccccc2[nH]1 (centres undefined) reads 28.5 | -4.7 | 2.9 | -3.0 | -2.9 | -1.1 | -0.7 | 0.5 | 0.1 | 0.9
# Cc1ccc(-n2c(SCC(=O)OC(C)C)nnc2-c2ccco2)cc1 reads -0.3 | 8.3 | / | 0.3 | / | -7.7 | 4.9 | 0.9 | -6.3 | -0.5

# (more compounds)
SMILES,Arr AP2 block,PvdQ inh,SR-BI DiI inh,NSD2 inh,SR-BI DiI-HDL act,RTF Ca sens inh,Keap1-Nrf2 PPI,DAGLB inhibitor,PKA-R2B act,LANA DNA inh
NS(=O)(=O)c1ccc(CNC(=O)c2ccc(Br)o2)cc1,-4.2,-15.2,7.6,1.7,-7.6,0.9,-5.0,-1.3,3.9,-2.1
COc1ccc(N2CCC(CNC(=O)Nc3ccc(Cl)cc3)C2)cc1 (centres undefined),7.0,-3.3,/,-4.5,/,-3.4,-3.7,3.9,0.2,5.2
CN(C)S(=O)(=O)c1ccc2c(c1)C(=NNC(N)=O)c1cc(S(=O)(=O)N(C)C)ccc1-2,2.6,-16.8,-8.7,-3.5,8.7,0.7,-3.9,-3.5,6.4,0.6
COc1ccccc1N1CCN(C(=O)c2sc3ncn(CC(=O)N4CCC(C)CC4)c(=O)c3c2C)CC1,-8.3,-14.1,-19.7,-4.1,19.7,-0.6,-5.7,-0.2,-4.3,0.6
O=C(CN1CCN(c2ccccc2F)CC1)c1ccc2cc[nH]c2c1,11.4,-2.2,-6.4,/,6.4,-4.2,1.6,-0.3,4.5,-1.4
COc1cc(Cl)ccc1NC(=S)N(CCCN1CCOCC1)Cc1cn(C)c2ccccc12,-1.3,-4.8,39.7,-1.2,-39.7,-2.8,-3.8,-1.1,-8.5,1.5
COc1ccc(NC(=O)C2CCCN2S(=O)(=O)c2ccc3c(c2)CCC(=O)N3)cc1 (centres undefined),3.4,3.4,-8.5,/,8.5,-4.1,-2.8,0.3,-5.7,0.2
COc1cc(/C=C/C(=O)OCC(=O)NCCc2ccccc2)ccc1OC(F)F,9.9,-11.6,-10.9,3.2,10.9,-0.2,3.5,-3.0,-5.1,2.1
O=C(Nc1ncccc1Cl)C1COc2ccccc2O1 (centres undefined),12.0,-7.0,-15.3,-1.1,15.3,-2.9,-1.3,-7.3,5.1,0.2
Cc1ccc(C(=O)N/N=C\c2cccn2C)cn1,7.8,13.0,-12.1,3.3,12.1,3.3,-2.9,2.3,4.5,-0.5
O=C(NCC(c1ccccc1Cl)N1CCCC1)C1CCN(C(=O)Nc2ccccc2)CC1 (centres undefined),23.2,-6.3,12.0,0.9,-12.0,-7.9,-1.4,0.7,-3.9,1.1
C=CCn1c2ccccc2c2nnc(SCC(=O)NC(C(=O)OC)C(C)C)nc21 (centres undefined),7.6,-0.6,26.4,-0.5,-26.4,4.6,0.3,0.9,1.5,-0.9
O=C1C(Cl)=C(N2CCCC2)C(=O)N1c1ccc(F)cc1,16.8,-12.0,4.2,2.7,-4.2,0.6,-32.1,-5.7,-3.9,-1.6
Cn1cc(CN2CCC(C(O)CCc3ccccc3)CC2)c(-c2ccccc2F)n1 (centres undefined),-4.4,-14.2,-0.8,0.6,0.8,-15.2,-3.1,0.9,4.1,0.0
CCOC(=O)N1CCN(c2c(NCc3ccc(N(C)C)cc3)c(=O)c2=O)CC1,-1.4,0.9,-11.3,/,11.3,-10.9,5.5,0.1,-16.4,-2.8
COc1ccc(-n2nccc2-c2nn(-c3cccc(OC)c3)c(=O)n(C)c2=O)cc1,-8.9,-12.0,/,-2.4,/,1.3,0.6,-1.6,-6.0,0.0
COc1cc2[nH]c(=O)n(Cc3ccc(C(=O)NCC4CCCO4)cc3)c(=O)c2cc1OC (centres undefined),-5.6,3.9,9.7,3.7,-9.7,0.5,2.1,0.7,7.0,2.6
COc1cc(C2c3cc4c(cc3C(OC3OC5COC(c6cccs6)OC5C(O)C3O)C3COC(=O)C23)OCO4)cc(OC)c1O (centres undefined),20.3,1.3,8.5,/,-8.5,5.6,1.0,-1.8,-1.3,-1.8
O=[N+]([O-])c1ccccc1C=NN1CCCCCC1,-3.9,-0.8,-4.2,-0.1,4.2,2.8,0.9,4.6,3.7,-2.0
CCCCn1c(N)c(N(CCC(C)C)C(=O)CC2CCCCC2)c(=O)[nH]c1=O,0.0,-16.8,-47.2,-0.4,47.2,-15.2,-3.0,-0.4,-4.4,0.2
